Screens from PubChem.
PAFAH1B2 inh = blocks human PAF acetylhydrolase 1b catalytic subunit 2; recombinant PAFAH1B2, FP-rhodamine activity probe, fluorescence polarization; inhibition, % at 3.39 µM; 1.2% of 340,000 active; AID 492953;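 active means inhibition above the mean of all tested compounds plus 3 SD, cut at about 24% in these data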;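 further: 0% = enzyme with DMSO and 100% = wells lacking PAFAH1B2; many of its hits are not listed in these tables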
Target sequence (P68402 whole entry, looked up): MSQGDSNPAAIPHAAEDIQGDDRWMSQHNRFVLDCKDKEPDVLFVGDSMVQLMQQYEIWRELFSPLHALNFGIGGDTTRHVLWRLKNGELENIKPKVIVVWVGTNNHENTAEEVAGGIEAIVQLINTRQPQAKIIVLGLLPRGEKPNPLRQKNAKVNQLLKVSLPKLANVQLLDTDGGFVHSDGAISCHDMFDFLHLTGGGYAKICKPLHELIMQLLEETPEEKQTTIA
PAD4 inh = PAD4 (human) enzyme inhibition. Q9UM07. recombinant PAD4, RCA probe fluorescence polarization. inhibition, % at 6.36 µM. 0.41% of 330,000 active;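 active means percent inhibition above a cutoff equal to the mean of all tested compounds plus 3 SD, cut at about 15% in these data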;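 further: 0% = PAD4 with RCA probe and DMSO and 100% = probe without PAD4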
PREPL inhibitor = human PREPL enzyme inhibition; Q4J6C6; recombinant PREPL, fluorescence polarization activity-based probe; inhibition, % at 5.96 µM; 0.68% of 320,000 active; in the data active means inhibition above about 43%;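 further: 0% = enzyme with DMSO and 100% = wells lacking enzyme; many of its hits are not listed in these tables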
Target sequence (Q4J6C6 whole entry, looked up): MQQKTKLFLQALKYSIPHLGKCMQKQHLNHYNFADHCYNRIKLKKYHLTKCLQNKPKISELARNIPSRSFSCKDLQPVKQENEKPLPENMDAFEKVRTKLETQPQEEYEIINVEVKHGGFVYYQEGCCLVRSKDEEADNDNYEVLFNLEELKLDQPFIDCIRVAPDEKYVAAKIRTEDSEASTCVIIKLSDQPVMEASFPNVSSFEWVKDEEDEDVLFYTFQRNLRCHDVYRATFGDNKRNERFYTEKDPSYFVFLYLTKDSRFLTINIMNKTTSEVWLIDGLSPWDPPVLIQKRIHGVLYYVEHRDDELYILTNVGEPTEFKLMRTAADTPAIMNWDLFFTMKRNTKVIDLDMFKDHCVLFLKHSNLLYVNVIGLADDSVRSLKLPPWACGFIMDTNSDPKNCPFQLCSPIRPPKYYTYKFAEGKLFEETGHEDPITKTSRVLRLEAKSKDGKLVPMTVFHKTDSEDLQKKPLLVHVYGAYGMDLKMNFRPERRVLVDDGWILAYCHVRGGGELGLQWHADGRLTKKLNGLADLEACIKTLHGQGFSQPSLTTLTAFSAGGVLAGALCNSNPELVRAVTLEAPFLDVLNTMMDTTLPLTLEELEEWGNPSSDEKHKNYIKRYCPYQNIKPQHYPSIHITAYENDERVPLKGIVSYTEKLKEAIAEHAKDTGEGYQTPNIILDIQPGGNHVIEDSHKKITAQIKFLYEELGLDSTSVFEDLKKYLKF
LYPLA2 counter = LYPLA2 (human) inhibition in PME1 counter-screen | O95372 | recombinant LYPLA2, FP-Rh probe fluorescence polarization | 0.38% of 320,000 active | inhibition, % at 5.9 µM;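 active means inhibition above the screen-wide mean plus 3 SD, limit set per campaign, cut at about 26% in these data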;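 further: 0% = LYPLA2 with DMSO and 100% = wells lacking LYPLA2 enzyme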
LYPLA1 inh = counter-screen for PME1 inhibitors: inhibitors of human LYPLA1; O75608; recombinant LYPLA1, FP-Rh probe fluorescence polarization; inhibition, % at 5.9 µM; 0.16% of 320,000 active; AID 2174;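 active means inhibition above the mean of all tested compounds plus 3 SD, set per campaign, cut at about 14% in these data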;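 further: inhibitors block serine hydrolase probe labeling of LYPLA1 so polarization falls; 0% = enzyme with DMSO and 100% = wells lacking LYPLA1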
PAFAH1B3 FP inh = PAFAH1B3 (human) inhibition; Q15102; recombinant PAFAH1B3, FP-rhodamine probe, fluorescence polarization; inhibition, % at 3.39 µM; 0.28% of 340,000 active; AID 492972;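 active means inhibition above the screen-wide average of all tested compounds plus 3 SD, cut at about 25% in these data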;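 further: 0% = enzyme with DMSO only and 100% = wells lacking PAFAH1B3 protein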
pPAFAH inh = inhibitors of human plasma PAF acetylhydrolase (pPAFAH). Q13093. recombinant pPAFAH, FP-rhodamine probe fluorescence polarization. inhibition, % at 3.39 µM. 1.5% of 330,000 active;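 active means inhibition above the mean inhibition across the screen plus 3 SD, cut at about 25% in these data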;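 further: inhibitors block binding of the rhodamine activity-based probe so polarization drops; 0% = enzyme with DMSO and 100% = wells lacking pPAFAH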
PME-1 inh = blocks human protein phosphatase methylesterase 1. AID 2130. inhibition, % at 5.9 µM. 0.53% of 320,000 active. Q9Y570. recombinant PME-1, FP-Rh probe fluorescence polarization;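 active means inhibition above the campaign mean of all compounds plus 3 SD, cut at about 26% in these data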;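 further: competitive labeling of PME-1 active site by serine hydrolase directed probe; 0% = PME-1 with DMSO and 100% = wells lacking PME-1 enzyme; inhibitors block probe labeling so polarization falls and inhibition rises; many of its hits are not listed in these tables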
GSTO1 inh = GSTO1 inhibition, counter-screen for RBBP9 inhibitors. inhibition, % at 5.96 µM. P78417. 1.1% of 300,000 active. AID 1974. recombinant GSTO1, activity-based probe fluorescence polarization;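 active means inhibition above the campaign mean inhibition plus 3 SD, cut at about 35% in these data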;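 further: 0% = GSTO1-1 with DMSO and 100% = wells lacking GSTO1-1 enzyme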
Active calls of the source: *; · = not tested or not shown.

Molecule | PAFAH1B2 inh | PAD4 inh | PREPL inhibitor | LYPLA2 counter | LYPLA1 inh | PAFAH1B3 FP inh | pPAFAH inh | PME-1 inh | GSTO1 inh
Cc1ccc(S(=O)(=O)c2c(COC(=O)c3cccc(Cl)c3)c(-c3ccccc3)nn2C)cc1 | 3 | 3 | 2 | 3 | 1 | 1 | 4 | -2 | 12
Clc1cccc(NC2=NCCC2)c1 | 4 | 2 | -2 | -1 | 0 | 4 | -3 | 1 | 2
Cc1noc(C)c1S(=O)(=O)Nc1c(C)n(C)n(-c2ccccc2)c1=O | -1 | 1 | -2 | -2 | 0 | 12 | 1 | -1 | -4
CN(CC(=O)NCCc1ccccc1)Cc1ccco1 | 5 | -1 | 15 | 1 | 1 | 2 | -1 | -1 | 6
CCOc1ccc(S(=O)(=O)NCCC(=O)NCc2ccccn2)cc1 | 3 | -5 | 7 | 10 | -2 | 7 | 4 | 2 | 3
Cc1cc(C)c(N2C(=O)C3C4CC(=O)C(c5ccccc54)C3C2=O)c(C)c1 (stereo unspecified) | 10 | -1 | -4 | 4 | -1 | 0 | -1 | 5 | 5
FC(F)(F)c1nc2ccccc2n2c(-c3c(Cl)cccc3Cl)nnc12 | 2 | 0 | 3 | 3 | 0 | 11 | 0 | -6 | 17
COc1ccccc1N(CC(O)Cn1ccnc1C)S(=O)(=O)c1ccccc1 (stereo unspecified) | 2 | 0 | -39 | 1 | -1 | -3 | -6 | -13 | 6
COc1cccc2cc(C(=O)N3CCN(C/C=C/c4ccccc4)CC3)c(=O)oc12 | 7 | -2 | -46 | 3 | -3 | 10 | 10 | -5 | 2
Cc1ccc(NC(=O)Cc2ncc(C(F)(F)F)cc2Cl)cc1Cl | 8 | -3 | 11 | 4 | -1 | 3 | -4 | 0 | -7

Molecule | PAFAH1B2 inh | PAD4 inh | PREPL inhibitor | LYPLA2 counter | LYPLA1 inh | PAFAH1B3 FP inh | pPAFAH inh | PME-1 inh | GSTO1 inh
O=C(NCc1ccco1)c1ccccc1Br | 2 | 1 | -5 | 0 | 3 | 7 | 4 | 3 | 1
O=C(N/N=C/c1ccccc1)c1ccc(NC(=O)c2ccc(F)cc2)cc1 | -4 | -4 | 16 | -24 | -9 | -6 | 2 | -15 | -1
CC(C)Oc1ccc(C(CC(=O)N2CCOCC2)C(C)C)cc1 (stereo unspecified) | 5 | -2 | 4 | -4 | -4 | -4 | -2 | -8 | 10
O=C(CCn1cccc1)Nc1ccc(F)cc1 | 0 | 1 | 1 | 1 | -2 | -3 | 4 | 4 | -5
N#CCc1c(C#N)c(N)nc(N2CCCC(CO)C2)c1C#N (stereo unspecified) | 3 | -6 | 10 | 0 | 1 | 1 | 6 | -6 | 3
COc1ccc(C2C=C(c3ccccc3)Nc3nnnn32)cc1 (stereo unspecified) | 3 | 3 | -78 | 4 | 1 | -1 | 3 | 0 | 2
CC(C)(c1ccccc1)c1ccc(OCC(O)CNC2CCN(Cc3ccccc3)CC2)cc1 (stereo unspecified) | 6 | 1 | 6 | -6 | -2 | 11 | 14 | 7 | -4
O=C(OCC(=O)N1N=C(c2ccc(Cl)cc2)CC1c1ccco1)c1cccnc1 (stereo unspecified) | 2 | -3 | 4 | · | · | -1 | 21 | · | ·
COc1ccccc1C(=O)NNC(=O)c1csc(N2CCOCC2)n1 | 6 | 0 | 7 | -2 | -4 | 11 | 1 | -4 | 15
O=C(COc1ccccc1)N=C1SC2CS(=O)(=O)CC2N1c1ccc(F)cc1F (stereo unspecified) | -1 | -4 | 21 | 4 | 3 | 5 | 4 | 1 | -2

Molecule | PAFAH1B2 inh | PAD4 inh | PREPL inhibitor | LYPLA2 counter | LYPLA1 inh | PAFAH1B3 FP inh | pPAFAH inh | PME-1 inh | GSTO1 inh
Cc1cc(=O)oc(C)c1C(=O)Nc1ccc(Cl)cn1 | 0 | -4 | -5 | 1 | -1 | 2 | 7 | 4 | -6
O=C1CCCC(=O)C1CS(=O)(=O)c1ccccc1 | -3 | -2 | -1 | 0 | -2 | 3 | -4 | -3 | -4
Cc1nc(Cc2nnc(SCC(=O)N3CC(=O)Nc4ccccc43)o2)cs1 | 9 | -4 | -4 | · | · | 8 | 1 | · | ·
O=C(CN(Cc1ccc(F)cc1)C(=O)CCC(=O)Nc1ccccn1)NCCc1ccccc1 | 5 | 3 | 1 | 1 | -3 | 8 | 6 | 3 | 3
Cc1cc(=O)oc(C)c1C(=O)OCC(=O)c1ccc(Cl)cc1 | 5 | 0 | -3 | 4 | 0 | -6 | 5 | 3 | 9
Cc1ccccc1C(=O)NNC(=O)C1CC(=O)N(Cc2ccccc2)C1 (stereo unspecified) | 0 | 5 | 10 | 3 | -1 | 4 | 4 | -5 | 4
C=CCC[C@@H](Cc1ccc(F)cc1)C(=O)OC[C@@H](NC(=O)[C@H](CC=C)CC(=O)NCCO)C(C)(C)C | 3 | -3 | 42 | · | · | -4 | 4 | · | ·
COc1ccc(N(CC(=O)NCc2ccccc2OC)S(=O)(=O)c2ccccc2[N+](=O)[O-])c(OC)c1 | 3 | 0 | 2 | -5 | -4 | 10 | 4 | 10 | -4
CCOC(=O)C(=O)Nc1ccccc1C#N | -1 | -8 | 4 | -4 | -2 | -4 | -2 | -9 | 10
CCOC(=O)C1=C(N)Oc2cc(O)ccc2C1c1cccnc1 (stereo unspecified) | 1 | 1 | -7 | 0 | -1 | 9 | 1 | -5 | 4

Single entries from the results shown.
PREPL inhibitor with `O=C(CN(Cc1ccc(F)cc1)C(=O)CCC(=O)Nc1ccccn1)NCCc1ccccc1` stands at 1
PAFAH1B3 FP inh with `Cc1nc(Cc2nnc(SCC(=O)N3CC(=O)Nc4ccccc43)o2)cs1` stands at 8

Next compounds follow:
Molecule | PAFAH1B2 inh | PAD4 inh | PREPL inhibitor | LYPLA2 counter | LYPLA1 inh | PAFAH1B3 FP inh | pPAFAH inh | PME-1 inh | GSTO1 inh
CON(C)S(=O)(=O)c1cccc(C(=O)N(CC(=O)Nc2ccccc2C(F)(F)F)Cc2ccco2)c1 | 4 | -4 | 17 | · | · | 5 | 3 | · | ·
Cc1ccc(-c2noc(CCC(=O)Nc3ccc4c(c3)OCO4)n2)cc1 | -3 | -1 | -10 | 3 | 1 | -1 | 3 | -11 | 2
Cc1ccc(S(=O)(=O)N(Cc2n[nH]c(=S)n2-c2ccccc2)c2ccccc2)cc1 | 13 | -3 | 5 | 1 | -6 | 7 | 12 | 1 | -14
CC(NC(=O)c1ccccc1C(=O)O)c1ccc(-n2ccnc2)cc1 (stereo unspecified) | -1 | 0 | 5 | 3 | 0 | 12 | -2 | -4 | 4
O=C(c1cccc([N+](=O)[O-])c1)N1CCCC(C(=O)N2CCCCCC2)C1 (stereo unspecified) | 4 | -5 | -2 | 3 | 3 | 12 | 1 | 3 | 5
CC(N)=Nc1ccc([N+](=O)[O-])cc1 | 2 | -2 | 0 | -4 | -1 | 3 | 2 | 3 | 2
Cn1c(Cn2c(=O)sc3ccccc32)nnc1SCC(=O)Nc1cccc(F)c1 | 11 | 7 | -5 | -4 | 1 | 7 | -2 | 5 | -4
COc1ccccc1/C=C/C(=O)NC(=S)NC(C)C | -1 | -2 | 11 | -9 | -2 | -3 | -12 | -6 | -6
Nc1nnc(CC(=O)N/N=C/c2ccccc2OCc2ccccc2F)s1 | 3 | 3 | -16 | 8 | 1 | -2 | 9 | -3 | 4
N#CCSc1nc2ccc(N3CCCCC3)cc2c(=O)n1Cc1ccccc1 | 1 | -8 | 27 | 3 | -8 | 4 | 23 | 11 | 15

Retrieved one by one from the list above:
Molecule | PAFAH1B2 inh | PAD4 inh | PREPL inhibitor | LYPLA2 counter | LYPLA1 inh | PAFAH1B3 FP inh | pPAFAH inh | PME-1 inh | GSTO1 inh
Cc1ccc(-c2noc(CCC(=O)Nc3ccc4c(c3)OCO4)n2)cc1 | -3 | -1 | -10 | 3 | 1 | -1 | 3 | -11 | 2
Nc1nnc(CC(=O)N/N=C/c2ccccc2OCc2ccccc2F)s1 | 3 | 3 | -16 | 8 | 1 | -2 | 9 | -3 | 4

Next records
Molecule | PAFAH1B2 inh | PAD4 inh | PREPL inhibitor | LYPLA2 counter | LYPLA1 inh | PAFAH1B3 FP inh | pPAFAH inh | PME-1 inh | GSTO1 inh
Cc1ccc(Cl)cc1N(CC(=O)NC1CCCC1)C(=O)c1csnn1 | 11 | 7 | 10 | -4 | -2 | 4 | 4 | -2 | 4
COc1ccc(NC(=O)c2csc(C)c2)cc1OC | -2 | -9 | 0 | -4 | -2 | 14 | -2 | -2 | -1
COc1cccc(CNCCSc2nnnn2C)c1 | 1 | 0 | 13 | -1 | -3 | 3 | -2 | -2 | 2
Cc1ccc(F)cc1NC(=O)C1CCN(c2cnccn2)CC1 | 5 | -4 | 10 | 1 | -2 | 7 | -6 | -4 | 2
S=C(Nc1ccccc1Cl)N(Cc1cccnc1)Cc1ccco1 | 2 | -4 | -2 | -4 | -3 | 1 | 6 | 1 | -2
CN1CCCC(OC(=O)c2ccc(Cl)cc2)C1 (stereo unspecified) | 5 | -2 | -5 | -3 | 0 | -3 | -2 | -1 | 5
COc1ccc2ccccc2c1/C=N/O | 8 | -5 | -10 | 1 | 2 | 5 | 7 | 0 | 0
CC1CC(C)CN(C(=O)CN(C)S(=O)(=O)c2ccc3c(c2)c(=O)n(C)c(=O)n3C)C1 (stereo unspecified) | 8 | 0 | 19 | 5 | 1 | 7 | 5 | 6 | 0
O=S(=O)(NCc1ccccn1)c1ccc2c(c1)OCCO2 | 0 | 2 | 3 | 7 | -1 | 7 | -1 | -1 | 2
CC(C)(C)[C@@H]1C=C(C(=O)N2CCN(Cc3ccccc3)CC2)O[C@H](OCc2ccc(CO)cc2)C1 | -5 | 2 | 26 | -1 | 2 | 8 | 11 | -3 | 4

Molecule | PAFAH1B2 inh | PAD4 inh | PREPL inhibitor | LYPLA2 counter | LYPLA1 inh | PAFAH1B3 FP inh | pPAFAH inh | PME-1 inh | GSTO1 inh
CCC(C)(C)n1nnnc1C(c1cccnc1)N1CCN(c2cccc(C(F)(F)F)c2)CC1 (stereo unspecified) | 3 | 3 | 2 | 5 | 0 | 1 | 1 | -4 | 5
O=c1[nH]c(/C=C/c2ccc3c(c2)OCO3)c([N+](=O)[O-])c(=O)[nH]1 | · | -3 | 9 | 4 | 1 | · | -2 | 2 | 3
COc1ccc(Cl)cc1-c1nc(-c2ccc(NC(=O)c3cccs3)cc2)no1 | -39 | -3 | -11 | -22 | -54 | -65 | -12 | -109 | -20
Cc1ccccc1NC(=O)CN1C(=O)C2C3CC(C(Br)C3Br)C2C1=O (stereo unspecified) | 2 | -1 | 10 | 4 | -6 | 1 | -1 | 0 | 4
Cc1cccc(C)c1NC(=O)CN1CCNCC1 | 2 | 0 | -3 | 4 | 2 | 5 | 0 | -2 | 6
Clc1ccc(Nc2nc(-c3cccnc3)cs2)cc1 | 3 | 4 | 5 | 5 | -1 | 5 | 1 | -1 | 24
Cc1ccc(C(C)(C)C)cc1S(=O)(=O)Nc1nc2ccccc2nc1Cl | 20 | -3 | -4 | -4 | -2 | 13 | 8 | 8 | -6

One compound at a time (already shown). Order of values: PAFAH1B2 inh | PAD4 inh | PREPL inhibitor | LYPLA2 counter | LYPLA1 inh | PAFAH1B3 FP inh | pPAFAH inh | PME-1 inh | GSTO1 inh
COc1ccc(Cl)cc1-c1nc(-c2ccc(NC(=O)c3cccs3)cc2)no1 is listed with -39 | -3 | -11 | -22 | -54 | -65 | -12 | -109 | -20
O=c1[nH]c(/C=C/c2ccc3c(c2)OCO3)c([N+](=O)[O-])c(=O)[nH]1 is listed with · | -3 | 9 | 4 | 1 | · | -2 | 2 | 3

Only part of the results is shown; rates above refer to the full screens.
